TbPYK inhibitor = T. brucei pyruvate kinase inhibition; TbPYK enzyme, Kinase-Glo Plus ATP luminescence, 45 min; Q57TT1; 410,000 tested, 0.12% active; Potency, µM (highest dose often 76.8 µM), for inactives: top-dose activity, negative = inhibition, hits mostly inhibitors; note: potency is the fitted concentration of half-maximal effect; % is set by controls: 0 for no effect and ±100 for the full control effect; nearly all actives have a fitted effect of over 50% in size
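ADP (130 uM final) triggers the TbPYK reaction after compound addition; incubation is 45 min at room temperature. Kinase-Glo Plus is then added and luminescence imaged. Normalized data are fitted to concentration-effect curves.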
LmPK inhibitor = blocks Leishmania mexicana pyruvate kinase activity; Q27686; purified LmPK, Kinase-Glo ATP luminescence, 1 h; Potency, µM (series often up to 57.5 µM), inactives show top-dose activity change, negative = inhibition, usual class: inhibitors; 290,000 tested, 0.37% active; AID 1721; note: potency is the fitted concentration of half-maximal effect; % is set by controls: 0 for no effect and ±100 for the full control effect
Target sequence (Q27686 whole entry, looked up): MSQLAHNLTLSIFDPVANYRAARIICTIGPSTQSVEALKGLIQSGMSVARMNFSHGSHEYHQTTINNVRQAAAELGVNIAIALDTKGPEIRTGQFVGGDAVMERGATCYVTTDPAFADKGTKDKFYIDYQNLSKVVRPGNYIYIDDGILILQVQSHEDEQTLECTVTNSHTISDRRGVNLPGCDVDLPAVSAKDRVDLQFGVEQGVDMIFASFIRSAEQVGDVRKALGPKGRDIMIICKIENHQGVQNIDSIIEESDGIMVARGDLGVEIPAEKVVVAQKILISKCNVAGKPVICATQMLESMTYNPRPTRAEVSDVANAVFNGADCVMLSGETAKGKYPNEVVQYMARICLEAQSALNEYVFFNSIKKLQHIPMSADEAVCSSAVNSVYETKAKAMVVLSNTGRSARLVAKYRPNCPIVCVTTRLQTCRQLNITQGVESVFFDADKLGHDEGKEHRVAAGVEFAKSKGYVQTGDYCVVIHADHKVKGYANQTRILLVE
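Screened at intermediate enzyme activity to detect both inhibitors and activators: LmPK at 0.1 nM, with a 0.5 nM enzyme column as activation reference. PEP 0.5 mM, ADP 0.1 mM; ATP detected by luminescence after 1 h.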
CHX counter = counter-screen for Shiga toxin inhibitors: cycloheximide protein synthesis inhibition | cell reporter, cycloheximide protein synthesis inhibition counterscreen | max response, % | 300,000 tested, 12% active; in the data active = max response mostly above about 13%, no sharp cut-off; inactive = mostly below about 14%; note: read at 38.3 µM for the half of the compounds with a filed dose; 0% is about no effect
Pf growth 96h = P. falciparum growth inhibition at 96 hours; P. falciparum luciferase reporter growth, 96 h; Potency, µM (top dose mostly 28.7 µM), for the others: at the highest dose activity change, negative = inhibition, most hits filed as inhibitors; 320,000 tested, 6.9% active; note: potency is the fitted concentration of half-maximal effect; % is set by controls: 0 for no effect and ±100 for the full control effect
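Readout is luminescence from an integrated firefly luciferase in P. falciparum. Red cells, 2% hematocrit and 0.05% parasitemia final, were cultured with compound through two parasite generations (96 hours) at 37 C, 5% CO2.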
Shiga inhibitor = Shiga toxin inhibition; Vero cells, Shiga toxin protein synthesis inhibition reporter; inhibition, % at 38.7 µM; 290,000 tested, 9.2% active; in the data active = inhibition mostly above about 28%, no sharp cut-off; inactive = mostly below about 43%; note: 0% is about no effect
AmpC inh no detg = blocks E. coli AmpC beta-lactamase in detergent-free assay | P00811 | AmpC nitrocefin hydrolysis, absorbance 480 nm, 0.0001% Triton | Potency, µM (doses to about 57.1 µM), for inactives: at the highest dose activity change, negative = inhibition, usual class: inhibitors | 330,000 tested, 0.52% active | AID 485341;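 note: potency is the fitted concentration of half-maximal effect; plate controls were no compound for no effect and no enzyme for full effect; nearly all actives have a fitted effect of over 20% in size; some results filed as inactive show a strong effect at the top dose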
Target sequence (P00811 whole entry, looked up): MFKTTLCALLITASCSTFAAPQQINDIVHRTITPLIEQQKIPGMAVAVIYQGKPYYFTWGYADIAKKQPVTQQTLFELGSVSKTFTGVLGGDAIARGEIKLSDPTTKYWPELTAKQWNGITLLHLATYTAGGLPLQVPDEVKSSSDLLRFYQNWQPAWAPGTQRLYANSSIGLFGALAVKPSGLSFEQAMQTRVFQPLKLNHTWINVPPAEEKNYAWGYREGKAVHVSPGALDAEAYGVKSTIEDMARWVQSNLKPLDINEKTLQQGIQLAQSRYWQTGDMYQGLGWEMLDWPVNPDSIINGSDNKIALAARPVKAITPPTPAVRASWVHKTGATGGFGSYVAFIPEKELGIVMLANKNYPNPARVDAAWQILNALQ
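AmpC (5.3 nM in the dispensed reagent) in 20 mM phosphate pH 7.0 with 0.01% (detergent screen) or 0.0001% Triton X-100 was preincubated with compounds for 15 min at room temperature. Nitrocefin was then added from an 800 uM solution, and hydrolysis was followed at 480 nm.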
Pf growth 48h = inhibits P. falciparum growth in the first generation, 48 h | P. falciparum luciferase growth in erythrocytes, 48 h | Potency, µM (series often up to 28.7 µM), inactives show top-dose activity change, negative = inhibition, hits mostly inhibitors | 310,000 tested, 5.9% active | AID 504832; note: potency is the fitted concentration of half-maximal effect; % is set by controls: 0 for no effect and ±100 for the full control effect
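Luciferase-expressing parasites in RBCs, 2% Hct / 0.1% parasitemia final; RPMI 1640 + 0.5% Albumax; 37 C, 5% CO2, one generation; luminescence read-out, lower signal = inhibition.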
* hit, by the source's call; ? = inconclusive; nt = not tested or not shown; & = joins results of further samples; [ ] = remark or other dose. Unless noted, calls come from the whole dose curve; as a rule, active = well fitted curve in the direction sought with a large enough effect; inconclusive = small, poorly fitted or top-dose-only effect, or another doubt; inactive = no such curve, though single readings can be large; an effect the other way counts as inactive or inconclusive. Compounds as they come; about 22% have a hit in one of these screens.

SMILES | TbPYK inhibitor | LmPK inhibitor | CHX counter | Pf growth 96h | Shiga inhibitor | AmpC inh no detg | Pf growth 48h
COc1ccc(OC)c(NC(=O)CC(Cc2ccccc2OC)C(=O)O)c1 (stereo not drawn) | -3% | 2% | -1 | ? | -24 | -13% | 5%
CCOc1ccc(C2/C(=C(\O)c3c(C)[nH]c(C(=O)OC)c3C)C(=O)C(=O)N2CCN(C)C)cc1 (stereo not drawn) | -2% | 2% | 14 | -35% | -12 | -8% | 14%
Cc1c(CN2CCC(C(=O)Nc3cccc(-c4cccc(Cl)c4)c3)CC2)cnn1C | 7% | 0% | -5 | -5% | -7 | 102%[activator] | ?
COc1ccc(NC(=O)c2sc3cc(C(F)(F)F)cnc3c2-c2cccs2)cc1 | -3% | -5% | -2 | 12µM* | -12 | -20% | nt
CS(=O)(=O)N(CC(=O)N1CCN(Cc2ccccc2)CC1)c1ccc2c(c1)OCCO2 | 4% | 0% | -3 | nt | -19 | 40% | -9%
COc1ccc(NC(=O)Cc2c[nH]c3ccccc23)cc1S(=O)(=O)N1CCOCC1 | 6% | 15% | 1 | -20% | 3 | -23% | -2%
C=CCN(c1ccccc1)S(=O)(=O)c1cccc(C(=O)NCC(c2ccccc2OC)N2CCCC2)c1 (stereo not drawn) | 2% | nt | nt | ? | nt | 53% | ?
CCCc1nc(NCC2CCCO2)c2nnn(Cc3ccccc3)c2n1 (stereo not drawn) | 11% | 5% | -1 | 23% | -3 | -15% | 15µM*
Cc1cccc(NC(=S)NC(C)C(c2ccccc2)N2CCN(C)CC2)c1C (stereo not drawn) | -4% | 0% | -6 | -25% | -6 | 20% | ?
O=C(O)COc1ccc(NC(=O)c2ccc3c(c2)C(=O)N(C2CCCCC2)C3=O)cc1 | 2% | -9% | 2 | -17% | -14 | 63%[activator] | ?
O=C1C2CCCN2C(c2ccccc2)N1c1ccc(F)cc1 (stereo not drawn) | -5% | 2% | -3 | ? | 7 | -9% | nt
Cc1[nH]c2ccccc2c(=O)c1CN1CCCCC1 | -7% | -13% | -2 | 50%[activator] | -6 | -12% | -7%
c1ccc2[nH]c(SCc3cn4ccccc4n3)nc2c1 | -2% | -2% | 20* | 18% | 54* | -22% | ?
O=C(c1ccc(Cn2c(=O)[nH]c3ccccc3c2=O)cc1)N1CCN(c2ccccn2)CC1 | 0% | 3% | -4 | 3% | -11 | 0% | ?
O=C(Nc1ccc(N2CCCCC2)cc1)c1ccc([N+](=O)[O-])o1 | -12% | -20% | 35* | ? | 104* | -24% | -23%
O=C(C1CCCCC1)N1CCCc2ccccc21 | -7% | -3% | 22* | 17% | 31 | -5% | nt
COc1ccccc1CNC(=O)[C@H](C)NC(=O)C1CCN(C(=O)[C@@H](N)C(C)C)CC1 | 3% | -5% | -3 | 32%[activator] | 1 | -7% | 8%
CCOc1ccc(CCNC(=O)c2cnc(C)cn2)cc1OCC | 5% | -1% | -2 | -11% | 4 | -11% | -1%
CCCCOC(=O)c1ccc(NC(=O)CN2C(=O)NC3(CCCCCC3)C2=O)cc1 | -5% | nt | nt | ? | nt | -16% | ?
O=C(COc1ccccc1-c1ccccc1)N/N=C/c1cccnc1 | -2% | -2% | -6 | -48% | -16 | 32% | -14%
COc1cccc(N2C(=O)N(c3ccccc3Cl)C3CS(=O)(=O)CC32)c1 (stereo not drawn) | -11% | 3% | -3 | 7% | -1 | -17% | -10%
Cc1ccc(S(=O)(=O)Nc2ccccc2C=Nc2cccc(C)c2C)cc1 | 1% | 1% | -7 | -22% | -13 | -26% | -13%
O=C(COC(=O)c1cccs1)NCC1CCCCC1 | -1% | -6% | 20* | 18% | 23 | -15% | 7%
COCCN(C(=S)Nc1c(C)cc(C)cc1C)C(C)c1cccnc1 (stereo not drawn) | ? | -3% | -2 | -16% | -5 | -21% | -5%
Cc1ccc(S(=O)(=O)N2CCN(S(=O)(=O)c3ccc4c(c3)OCCO4)CC2)cc1 | -5% | 0% | -1 | 8% | 2 | -14% | 32%[activator]
O=C(CCNC(=O)c1ccc(Cl)cc1)NC1CCCCCC1 | 3% | nt | nt | 1% | nt | 0% | 36%[activator]
Cc1ccc2nc(NC(=O)C3CCCN3C(=O)OC(C)(C)C)sc2c1 (stereo not drawn) | -2% | -7% | 16 | 11% | 16 | 42% | 3%
Cc1ccc(Oc2nc(CN3CCOCC3)nc3sc4c(c23)CCC(C)C4)cc1C (stereo not drawn) | 0% | 5% | -3 | ? | -11 | 62%[activator] | 12µM*
COc1ccc(C2=NN(C(=O)CCC(=O)O)C(c3cccs3)C2)cc1OC (stereo not drawn) | 2% | -5% | -2 | 23% | -7 | -20% | -9%
O=C(CCC(=O)N1CCSc2ccccc21)Nc1ccc(F)cc1 | -1% | 4% | 4 | -1% | 4 | 0% | -7%
NC(=O)CCNC(=O)c1ccc(Cl)cc1 | 2% | -5% | -2 | -29% | -5 | -15% | nt
C=C(CCC(=O)c1ccccc1)C(=O)c1ccccc1 | -11% | -1% | 17* | -15% | 4 | -22% | 4%
O=C(Nc1cnn(Cc2ccc(F)cc2)c1)c1cnccn1 | 2% | -3% | 17* | ? | 13 | -10% | 24%
COc1ccc(NC(=O)N(C2CCCCC2)C(C)c2cccnc2)c(OC)c1 (stereo not drawn) | -4% | -2% | -4 | 100%[activator] | -14 | -5% | ?
CCn1nccc1C(=O)Nc1ccc(S(=O)(=O)NC23CC4CC(CC(C4)C2)C3)cc1 | -1% | 5% | 9 | 6.6µM* | -10 | -21% | 6.6µM*
CCOc1ccc(CCNC(=O)CSC(=S)N2CCCC2)cc1OCC | -13% | nt | nt | ? | nt | 118%[activator] | ?
O=C(CSc1nnnn1-c1ccc(F)cc1F)Nc1ccccc1F | -3% | 2% | -2 | 0% | -5 | -19% | 21%
CCCO/N=C1/C(=O)N(c2ccccc2)c2ccccc21 | 9% | -6% | 8 | ? | 29 | -20% | ?
CCOC(=O)c1[nH]c(COC(=O)CCCOc2ccccc2)c(C(=O)OCC)c1C | 0% | -2% | 3 | ? | 1 | 23% | 13µM*
N#CC/C(N)=N/Nc1nc2ccccc2nc1Cc1ccccc1 | 0% | 2% | -8 | ? | -12 | -33% | 4.7µM*
CCOC(=O)C1[C@H]2C(=O)N(C(C)c3ccc(OC)cc3)C[C@]23C=C[C@H]1O3 (stereo partly drawn) | 2% | 5% | -2 | ? | 5 | -2% | 3%
COc1ccccc1CN1CCCC(C(=O)N2CCCCC2)C1 (stereo not drawn) | 23% | -15% | -1 | 2% | -13 | -7% | 5%
COc1ccc(CCNC(=O)C(=O)Nc2ccc3nc4n(c(=O)c3c2)CCCCC4)cc1OC | 2% | 3% | -1 | ? | -14 | 107%[activator] | ?
O=C(C1=C[C@@H](c2ccc(Br)cc2)C[C@@H](OCCCCO)O1)N1CCN(Cc2ccc3c(c2)OCO3)CC1 | -8% | 8% | 1 | 4.1µM* | 11 | 231%[activator] | 4.1µM*
COc1cccc(/C=C2\SC(=O)N(CCC(=O)NC3CCS(=O)(=O)C3)C2=O)c1 (stereo not drawn) | 1% | -5% | -4 | 9.3µM* | 28 | 11% | -3%
Cc1ccoc1C(=O)Nc1ccc2ccccc2c1 | -18% | -30% | 41* | -13% | 63 | -23% | 159%[activator]
O=C(Cc1ccc(F)cc1)N/N=C/c1ccc(-c2ccc(Cl)c(C(=O)O)c2)o1 | -2% | 2% | -2 | 2% | 2 | -25% | -2%
O=[N+]([O-])c1cccc(-c2cn3nc(-c4ccccc4)c(-c4ccccc4)nc3n2)c1 | -2% | 8% | -1 | ? | -4 | -22% | 9.3µM*
CC(=O)NCCSc1ccc(S(=O)(=O)N2CCCC2)cn1 | 5% | nt | nt | -29% | nt | -20% | ?
COc1ccc(NC(=O)CN(c2ccccc2C)S(C)(=O)=O)c(OC)c1 | -1% | 1% | 0 | 14% | nt | -11% | 5%
NC(=O)NCCC1=CCCCC1 | 3% | 3% | -3 | 21% | -10 | -5% | nt
COc1cc(C(=O)NC(CCSC)C(=O)OCC(=O)NC(=O)C2CCCCC2)cc(OC)c1OC (stereo not drawn) | -3% | 9% | 15 | -3% | 5 | 59% | 0%
NS(=O)(=O)c1ccc(NC(=O)CCCCCN2C(=O)c3ccccc3C2=O)cc1 | 0% | nt | nt | 10% | nt | -19% | 9%
Cn1c(C(=O)O)c(S(=O)(=O)c2ccc(Cl)cc2)c2ccccc21 | -4% | 4% | -1 | -11% | 5 | -18% | 31%[activator]
CC1=NN(c2ccccc2)C(=O)C1(C)[N+](=O)[O-] (stereo not drawn) | 2% | -7% | -4 | -10% | 1 | -10% | -15%
O=C(NCCSc1ncc(-c2ccccc2)[nH]1)c1ccco1 | 2% | nt | nt | 15% | nt | -8% | 2%
COc1ccc(S(=O)(=O)N2CCN(C(=O)COc3ccc(C)c(C)c3)CC2)cc1OC | 1% | 2% | 1 | 1% | -6 | 137%[activator] | 10µM*
CCOC(=O)N1CCN(C(=O)C2CCCN(S(=O)(=O)c3ccc(C)cc3)C2)CC1 (stereo not drawn) | 1% | 2% | -2 | ? | -6 | 83%[activator] | nt
COc1ccc(NC(=O)C(CC(C)C)NC(=O)C2CCCCC2)c(OC)c1 (stereo not drawn) | -14%&-11% | 11% | 9 | ? | -8 | -23% | 18%
COc1ccccc1NC(=O)Nc1ccc(Cl)c(S(=O)(=O)Nc2ccccc2OC)c1 | ? | 3% | -2 | ? | -2 | -23% | -17%
CC(C)(C)C1CCC(C(=O)OCC(=O)Nc2ccc3[nH]c(=O)[nH]c3c2)CC1 (stereo not drawn) | -4% | 1% | -2 | -8% | 24 | -37% | -1%
Cc1cccc2sc(N(CCCN3CCOCC3)C(=O)CS(=O)(=O)c3ccc(F)cc3)nc12 | -2% | nt | nt | -25% | nt | 220%[activator] | ?
O=S(=O)(c1ccc(Br)cc1)c1nc(-c2ccccc2)oc1N1CCOCC1 | -6% | 1% | 4 | ? | -6 | -16% | ?

Arranged by SMILES length (largest number first): part of the list above.
SMILES | TbPYK inhibitor | LmPK inhibitor | CHX counter | Pf growth 96h | Shiga inhibitor | AmpC inh no detg | Pf growth 48h
O=[N+]([O-])c1cccc(-c2cn3nc(-c4ccccc4)c(-c4ccccc4)nc3n2)c1 | -2% | 8% | -1 | ? | -4 | -22% | 9.3µM*
Cc1cccc2sc(N(CCCN3CCOCC3)C(=O)CS(=O)(=O)c3ccc(F)cc3)nc12 | -2% | nt | nt | -25% | nt | 220%[activator] | ?
CC1=NN(c2ccccc2)C(=O)C1(C)[N+](=O)[O-] (stereo not drawn) | 2% | -7% | -4 | -10% | 1 | -10% | -15%
CC(=O)NCCSc1ccc(S(=O)(=O)N2CCCC2)cn1 | 5% | nt | nt | -29% | nt | -20% | ?
COc1ccccc1CN1CCCC(C(=O)N2CCCCC2)C1 (stereo not drawn) | 23% | -15% | -1 | 2% | -13 | -7% | 5%
NC(=O)NCCC1=CCCCC1 | 3% | 3% | -3 | 21% | -10 | -5% | nt

Source: PubChem BioAssay
